From PubChem
RBBP9 inh = human RBBP9 inhibitors, primary screen, biochemical, fluorescence polarization, FP-Rh probe, HTS | recombinant RBBP9 | hit rate 0.2% among 220,000 | inhibition, % at 7.94 µM;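 active = inhibition above the campaign mean of all tested compounds plus 3 SD, cut at about 14% in these data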;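 note: plate controls were DMSO wells with RBBP9 for no effect and wells lacking RBBP9 protein for full effect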
Target sequence (O75884 whole entry, looked up): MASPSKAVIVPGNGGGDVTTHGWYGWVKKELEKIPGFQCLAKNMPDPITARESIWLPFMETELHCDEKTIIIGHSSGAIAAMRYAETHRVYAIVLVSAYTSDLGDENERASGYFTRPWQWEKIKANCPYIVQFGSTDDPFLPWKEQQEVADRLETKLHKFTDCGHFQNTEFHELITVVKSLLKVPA
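Test system – recombinant human RBBP9 · Input – RBBP9 2.5 µM in dispensing solution, pre-mixing · Medium – Tris buffer pH 8.0, NaCl, Pluronic · Schedule – preincubation 30 min plus labeling 45 min at 25 °C · Measured by – fluorescence polarization · Measure – % inhibition · Controls – DMSO and no-protein wells · Replicates – one well per compound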
TNF death inh = inhibitors of TNF-alpha triggered necroptosis, primary screen, cell-based, Jurkat FADD-/-, single concentration | Jurkat FADD-/- TNF necroptosis rescue, ATP luminescence, 24 h; 0 = TNF only, 100 = no-TNF cells | activation (protection from cell death), % at 10 µM | hit rate 0.068% among 220,000 | AID 463075, 2010;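 active = activation, meaning protection from cell death, of at least 50% relative to plate controls; inactive = activation below 50%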;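 note: necroptosis triggered by 40 ng/mL TNF-alpha added together with compound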
TRPML3 ag = human TRPML3 channel agonists, primary screen, cell-based, HEK293 TRPML3-YFP, Fluo-8 calcium fluorescence, 3 µM; activation, % at 3 µM; AID 1448, 2008; hit rate 0.29% among 220,000; 100% = the carbachol control signal;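 active = activation above its plate's cutoff, the mean activation of the plate's test wells plus 3 SD, cut at about 12% in these data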;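 note: 0% = DMSO only wells and 100% = carbachol wells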
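Material: HEK293 cells stably carrying human TRPML3-YFP; compound dosing: single dose, 3 µM final nominal compound, 0.3% DMSO final; incubation: 1-h 37 °C dye load, 5-s basal, 120-s post-compound reads; technique: Fluo-8 intracellular calcium fluorescence, excitation 470-495 nm, emission 515-575 nm; read-out basis: percent activation from peak-to-basal fluorescence ratio, scaled between DMSO and carbachol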
Ba/F3 V617F tox = reduced viability of JAK2V617F-dependent Ba/F3 cells, primary screen, JAK2V617F inhibitor project, cell-based, Ba/F3 EpoR-JAK2V617F, luminescence | ATP luminescence | inhibition, % at 5.6 µM | AID 1446, 2008 | hit rate 1.1% among 220,000;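 active = inhibition above the campaign mean plus 3 SD over all tested compounds, cut at about 24% in these data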;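 note: cytokine-independent growth of Ba/F3 cells driven by EpoR plus mutant JAK2; 0% = DMSO-treated cells and 100% = JAK inhibitor I control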
Wee1 degr inh = Wee1 degradation inhibitors, primary screen, cell-based, HeLa, Wee1K328M-luciferase, luminescence; Wee1-like protein kinase (Homo sapiens), P30291; HeLa Luc-Wee1K328M stability; 100% = proteasome inhibitor MG132 effect; hit rate 1.2% among 220,000; reporter increase, % at 5 µM;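 active = activation above the mean of all tested compounds plus 3 SD, set per screening run, cut at about 8.8% in these data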;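 note: cells exposed to compound for 20 h before luminescence read; 0% = DMSO alone and 100% = MG132 at 30 µM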
Target sequence (P30291 whole entry K328M): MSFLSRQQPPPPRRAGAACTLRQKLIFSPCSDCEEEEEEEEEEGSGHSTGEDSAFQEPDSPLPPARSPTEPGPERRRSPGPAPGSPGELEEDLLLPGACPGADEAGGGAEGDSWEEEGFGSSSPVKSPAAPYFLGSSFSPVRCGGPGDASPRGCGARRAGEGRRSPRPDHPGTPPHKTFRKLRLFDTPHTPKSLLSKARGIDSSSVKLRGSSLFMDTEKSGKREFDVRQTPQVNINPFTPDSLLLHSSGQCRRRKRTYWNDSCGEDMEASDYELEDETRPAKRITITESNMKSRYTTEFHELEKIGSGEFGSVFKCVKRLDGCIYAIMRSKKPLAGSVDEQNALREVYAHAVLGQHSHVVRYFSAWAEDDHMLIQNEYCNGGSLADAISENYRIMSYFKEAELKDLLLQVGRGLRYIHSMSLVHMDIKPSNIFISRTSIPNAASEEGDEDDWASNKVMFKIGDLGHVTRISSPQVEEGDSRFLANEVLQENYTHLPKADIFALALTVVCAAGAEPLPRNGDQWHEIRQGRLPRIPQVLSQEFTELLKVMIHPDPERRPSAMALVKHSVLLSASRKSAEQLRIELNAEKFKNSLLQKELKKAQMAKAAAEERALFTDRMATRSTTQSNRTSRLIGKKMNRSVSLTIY
BaF3 tox = parental Ba/F3 cell viability inhibition, counter-screen for JAK2V617F inhibitor project, murine pro-B, CellTiter-Glo luminescence | CellTiter-Glo ATP luminescence | inhibition, % at 5.6 µM | hit rate 1.1% among 220,000;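 active = inhibition above a per-campaign cutoff, the mean inhibition of all tested compounds plus 3 SD, cut at about 27% in these data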;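 note: 0% = DMSO wells and 100% = JAK Inhibitor I control wells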
PPC-1+TRAIL kill = compounds killing PPC-1 cancer cells with TRAIL present, primary screen, TRAIL potentiator project, ATPLite luminescence, uHTS | PPC-1 cells + TRAIL, ATPLite viability luminescence | cell killing (% activity), % at 4 µM | hit rate 0.41% among 220,000 | AID 1443, 2008;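 active = cell killing above 50% in the first pass at 4 µM, then a duplicate retest at 5 µM averaging 50% or more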;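 note: plate controls were cells with TRAIL plus DMSO for no effect and medium-only wells lacking cells for full effect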
CHOP inhibitor = inhibitors of CHOP promoter induction, primary screen, cell-based, unfolded protein response, luciferase reporter; CHO-K1 CHOP-promoter luciferase, tunicamycin-induced, 15-18 h; inhibition, % at 10 µM; hit rate 3.8% among 220,000;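 active = compounds that reduced the stress-induced luciferase reporter signal by more than about 70% of percent inhibition, limit read from the data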;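 note: 0% = tunicamycin plus vehicle and 100% = wells without tunicamycin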
TRPN1 ag = zebrafish TRPN1 channel agonists, primary screen, cell-based, HEK293, calcium fluorescence. hit rate 0.18% among 220,000. HEK293 zebrafish TRPN1-YFP, Fluo-8 calcium fluorescence; 100% = response to 87 µM carbachol. activation, % at 3 µM. transient receptor potential cation channel N1 (TRPN1/NompC), Danio rerio;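 active = activation above its plate's cutoff, the mean activation of test wells on that plate plus 3 SD, cut at about 19% in these data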;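 note: 0% = DMSO alone and 100% = 87 µM carbachol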
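Material: zebrafish TRPN1-YFP in HEK293 cells; Doses: single test compound dose, 3 µM nominal, 0.3% DMSO; Timing: dye loading 1 h at 37 °C, then 30 min room temperature; Technique: intracellular calcium fluorescence with Fluo-8; Benchmarks: high carbachol 87 µM, low DMSO alone.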
* = called active by the depositor; / = no result given; & = joins results of further samples.

no.	canonical_smiles	RBBP9 inh	TNF death inh	TRPML3 ag	Ba/F3 V617F tox	Wee1 degr inh
1	O=C(COC(=O)c1ccc2[nH]c3c(c2c1)CCCC3)Nc1ccccc1Cl	1	0.1	0.5	1	4
2	O=C1CN(C(=O)CN2CCOCC2)C(c2ccccc2)c2cc(Br)ccc2N1 (stereo not given)	-2	-0.2	1.0	-4	2
3	O=[N+]([O-])c1cccc(/C=N/N2CCN(Cc3ccccc3)CC2)c1	-5	3.0	0.7	1	5
4	O=C(CSc1ncc(C(=O)O)n1-c1ccc(F)cc1)NCc1ccc2c(c1)OCO2	-11	0.9	1.1	-2	1
5	CCC(=O)NC1(Cc2ccc(O)cc2)CCCCC1	1	-0.5	0.7	0	-1
6	CCCn1c(N)cc(=O)n(CCC)c1=O	-4	-0.1	-0.3	10	0
7	CCc1ccccc1NC(=O)Nc1ccc(F)cc1F	-7	1.9	0.5	0	-2
8	O=C(NCCC1=CCCCC1)C1CCN(S(=O)(=O)c2ccccc2)CC1	4	0.5	1.8	3	3

no.	BaF3 tox	PPC-1+TRAIL kill	CHOP inhibitor	TRPN1 ag
1	4	19	-29	1.9
2	5	14	25	1.7
3	8	12	4	1.3
4	4	23	14	0.3
5	6	5	9	0.9
6	5	2	-7	0.7
7	6	12	6	0.9
8	10	11	3	4.5

Remaining list, next part
no.	canonical_smiles	RBBP9 inh	TNF death inh	TRPML3 ag	Ba/F3 V617F tox	Wee1 degr inh
9	CC(=O)Nc1ccc(S(=O)(=O)NCCc2cc3c(C)ccc(C)c3[nH]c2=O)cc1	-5	1.1	0.9	0	4
10	Cc1ccc(S(=O)(=O)n2nc(-n3c(C)ccc3C)c3c(F)cccc32)c2ccccc12	1	-0.8	0.6	2	2
11	CCCC(=O)NCCCc1nc2ccccc2[nH]1	0	3.2	-0.5	-2	1
12	O=C(CN1CCOCC1)N(c1ccccc1)c1ccc2ccccc2c1	-1	-1.3	0.3	-1	-2
13	Cc1nc2ccccc2c(=O)n1NC(=O)Cc1ccc(Br)cc1	-10	-1.9	1.1	-2	4
14	O=[N+]([O-])c1ccc(-n2nnnc2-c2ccccc2)cc1	-5	0.7	1.2	-1	3
15	CC1CCCN(C/C(O)=C(\C#N)c2nc3ccccc3[nH]2)C1 (stereo not given)	-13	-0.5	0.7	-2	-1
16	Cc1ccc(C)c(NC(=S)NC2CC3CCCC(C2)N3CC(C)C)c1 (stereo not given)	-8	-6.3	0.9	-3	-1

no.	BaF3 tox	PPC-1+TRAIL kill	CHOP inhibitor	TRPN1 ag
9	8	26	0	0.7
10	-3	-9	11	1.7
11	7	0	28	1.2
12	8	-22	48	1.1
13	4	3	-4	1.5
14	3	14	22	0.2
15	1	4	1	-0.7
16	-3	9	-7	-1.2

Other structures
no.	canonical_smiles	RBBP9 inh	TNF death inh	TRPML3 ag	Ba/F3 V617F tox	Wee1 degr inh
17	CCOc1ccccc1-c1nc(-c2ccc(C)nc2OC)no1	5	-0.6	-0.2	2	9.5*
18	Cc1ccc(NC(=S)N2CCN(C(=O)C3CCCO3)CC2)cc1 (stereo not given)	-11	1.4	0.8	3	-1
19	Cc1ccc(S(=O)(=O)N2CCC(=O)N(CCOC(=O)Nc3ccccc3C)CC2)cc1	-10	1.6	0.7	-2	-1
20	COc1cc2c(cc1OC)C1=NC(=O)CN1C(SCc1ccccc1C)=N2	-6	-7.5	0.1	-2	-3
21	C#CCNC(=O)C(C)c1ncc(C(F)(F)F)cc1Cl (stereo not given)	-3	-0.7	0.4	0	-4
22	N/C(=N\OC(=O)C(c1ccccc1)c1ccccc1)c1ccccn1	-5	-1.6	-0.6	-3	2
23	O=C(CN1CCN(C(c2ccccc2)c2ccccc2)CC1)N1CCN(c2ccccc2)CC1	4	4.2	-1.2	1	-2
24	O=c1[nH]c(SCc2ccccc2)nc2c1sc1ccccc12	-11	0.7	1.1	2	2
25	Cn1c(C(=O)O)cc2cc(F)ccc21	-7	0.7	-0.2	-2	1
26	CN(C)CCC(c1ccccc1)c1ccccn1 (stereo not given)	-3	1.5	0.3	-2	16*
27	Cc1nn(C)cc1CN1CCC(CO)(CCOc2ccccc2)CC1	3	-0.4	0.2	3	3

no.	BaF3 tox	PPC-1+TRAIL kill	CHOP inhibitor	TRPN1 ag
17	3	-1	44	-1.2
18	3	26	-13	-0.4
19	6	-1	-5	0.1
20	5	8	57	0.0
21	4	8	15	0.3
22	1	-6	-15	-1.9
23	-1	11	31	1.4
24	2	-4	51	1.7
25	1	-4	/	-0.3
26	-1	14	-2&20	0.0
27	3	14	-8	-0.5

14 compounds from above, sorted by molecular weight, low to high.
no.	canonical_smiles	RBBP9 inh	TNF death inh	TRPML3 ag	Ba/F3 V617F tox	Wee1 degr inh
25	Cn1c(C(=O)O)cc2cc(F)ccc21	-7	0.7	-0.2	-2	1
26	CN(C)CCC(c1ccccc1)c1ccccn1 (stereo not given)	-3	1.5	0.3	-2	16*
11	CCCC(=O)NCCCc1nc2ccccc2[nH]1	0	3.2	-0.5	-2	1
14	O=[N+]([O-])c1ccc(-n2nnnc2-c2ccccc2)cc1	-5	0.7	1.2	-1	3
21	C#CCNC(=O)C(C)c1ncc(C(F)(F)F)cc1Cl (stereo not given)	-3	-0.7	0.4	0	-4
15	CC1CCCN(C/C(O)=C(\C#N)c2nc3ccccc3[nH]2)C1 (stereo not given)	-13	-0.5	0.7	-2	-1
17	CCOc1ccccc1-c1nc(-c2ccc(C)nc2OC)no1	5	-0.6	-0.2	2	9.5*
22	N/C(=N\OC(=O)C(c1ccccc1)c1ccccc1)c1ccccn1	-5	-1.6	-0.6	-3	2
27	Cc1nn(C)cc1CN1CCC(CO)(CCOc2ccccc2)CC1	3	-0.4	0.2	3	3
16	Cc1ccc(C)c(NC(=S)NC2CC3CCCC(C2)N3CC(C)C)c1 (stereo not given)	-8	-6.3	0.9	-3	-1

no.	BaF3 tox	PPC-1+TRAIL kill	CHOP inhibitor	TRPN1 ag
25	1	-4	/	-0.3
26	-1	14	-2&20	0.0
11	7	0	28	1.2
14	3	14	22	0.2
21	4	8	15	0.3
15	1	4	1	-0.7
17	3	-1	44	-1.2
22	1	-6	-15	-1.9
27	3	14	-8	-0.5
16	-3	9	-7	-1.2

no.	canonical_smiles	RBBP9 inh	TNF death inh	TRPML3 ag	Ba/F3 V617F tox	Wee1 degr inh
13	Cc1nc2ccccc2c(=O)n1NC(=O)Cc1ccc(Br)cc1	-10	-1.9	1.1	-2	4
20	COc1cc2c(cc1OC)C1=NC(=O)CN1C(SCc1ccccc1C)=N2	-6	-7.5	0.1	-2	-3
19	Cc1ccc(S(=O)(=O)N2CCC(=O)N(CCOC(=O)Nc3ccccc3C)CC2)cc1	-10	1.6	0.7	-2	-1
23	O=C(CN1CCN(C(c2ccccc2)c2ccccc2)CC1)N1CCN(c2ccccc2)CC1	4	4.2	-1.2	1	-2

no.	BaF3 tox	PPC-1+TRAIL kill	CHOP inhibitor	TRPN1 ag
13	4	3	-4	1.5
20	5	8	57	0.0
19	6	-1	-5	0.1
23	-1	11	31	1.4
